Giardia FBPA inh = Giardia lamblia aldolase inhibition; 0.71% of 290,000 active; Potency, µM (highest dose often 59.6 µM), without a hit: at the top dose activity, negative = inhibition, hits mostly inhibitors; A8B2U2; purified Giardia FBPA; AID 2451; also: potency is read from the fitted curve at half-maximal effect; nearly all actives have a fitted effect of over 55% in size
Target sequence (A8B2U2 whole entry, looked up): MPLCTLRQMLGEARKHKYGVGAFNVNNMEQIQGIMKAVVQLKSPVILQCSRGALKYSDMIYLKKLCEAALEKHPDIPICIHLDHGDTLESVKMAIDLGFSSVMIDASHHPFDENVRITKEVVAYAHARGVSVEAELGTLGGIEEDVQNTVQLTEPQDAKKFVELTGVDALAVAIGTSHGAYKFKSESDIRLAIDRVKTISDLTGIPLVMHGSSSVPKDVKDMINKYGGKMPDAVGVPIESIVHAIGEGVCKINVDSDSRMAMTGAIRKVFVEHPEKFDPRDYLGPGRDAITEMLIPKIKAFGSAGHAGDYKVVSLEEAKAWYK
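Giardia FBPA (40 nM reagent) was preincubated 10 min at RT with compound (up to 57.5 uM final), then substrate plus GAPDH/TPI/NAD/arsenate coupling system with diaphorase/resazurin was added; resorufin fluorescence (525/598 nm) was read after 20 min.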
HCV inhibitor = blocks hepatitis C virus; Potency, µM (highest dose often 41.8 µM), without a hit: at the highest dose activity change, negative = inhibition, hits mostly inhibitors; Huh7.5.1 HCVcc-Cre infection, luciferase reporter, 44 h; 3.4% of 340,000 active; also: potency is read from the fitted curve at half-maximal effect
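Reporter virus HCVcc-Cre (~0.5 moi) infects cells exposed to compound; seeding density 1,000 cells/well with 4 h settling beforehand. Luminescence, 15 sec read, taken 44 h post-infection following a 15 min RT substrate incubation.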
Sm TGR inh = S. mansoni TGR enzyme inhibition; 3% of 360,000 active; Potency, µM (titrated, usually from 114 µM), inactives show at the highest dose activity change, negative = inhibition, hits mostly inhibitors; AID 485364; purified TGR, DTNB reduction, TNB absorbance 405 nm; Q962Y6; also: potency is read from the fitted curve at half-maximal effect; nearly all actives have a fitted effect of over 60% in size
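TGR 20 nM + NADPH 100 uM (dispensed conc.), cpd preinc 15 min RT; start with NADPH (500 uM addition) then DTNB (15 mM addition). Kinetic TNB absorbance, 405 nm filter. Four-parameter Hill fit across titration.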
AmpC no deterg = blocks E. coli AmpC beta-lactamase in detergent-free assay. P00811. AmpC nitrocefin hydrolysis, absorbance 480 nm, 0.0001% Triton. Potency, µM (doses to about 57.1 µM), inactives show top-dose activity change, negative = inhibition, most hits filed as inhibitors. 0.52% of 330,000 active. AID 485341;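 also: potency is read from the fitted curve at half-maximal effect; plate controls were no compound for no effect and no enzyme for full effect; nearly all actives have a fitted effect of over 20% in size; some results filed as inactive show a strong effect at the top dose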
Target sequence (P00811 whole entry, looked up): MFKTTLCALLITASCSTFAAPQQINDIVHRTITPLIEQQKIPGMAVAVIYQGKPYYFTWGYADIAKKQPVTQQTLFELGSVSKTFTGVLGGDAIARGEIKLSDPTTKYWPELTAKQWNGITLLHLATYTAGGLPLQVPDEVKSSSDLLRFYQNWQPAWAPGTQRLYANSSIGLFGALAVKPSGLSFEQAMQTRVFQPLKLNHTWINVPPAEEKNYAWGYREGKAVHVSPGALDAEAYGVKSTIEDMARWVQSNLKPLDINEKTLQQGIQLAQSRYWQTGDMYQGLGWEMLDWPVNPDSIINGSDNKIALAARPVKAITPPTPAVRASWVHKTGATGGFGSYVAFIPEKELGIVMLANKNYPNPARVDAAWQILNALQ
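AmpC (5.3 nM in the dispensed reagent) in 20 mM phosphate pH 7.0 with 0.01% (detergent screen) or 0.0001% Triton X-100 was preincubated with compounds for 15 min at room temperature. Nitrocefin was then added from an 800 uM solution, and hydrolysis was followed at 480 nm.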
HCMV inh = inhibitors of human cytomegalovirus. HFF cells, HCMV-luciferase reporter, 72 h; active compounds read low. activity change, negative = inhibition, % at 57.5 µM. 4.5% of 410,000 active. AID 1259415; in the data active = activity change below about -60%; inconclusive = no clear call, values can overlap the other calls; inactive = above about -39%
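Screen run at 2 compound doses on HFFs infected with reporter HCMV, MOI 1 PFU/cell. Luciferase activity from cell lysates at 72 h post infection gave inhibition relative to buffer-only and Salinomycin wells.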
AmpC detergent = inhibitors of E. coli AmpC beta-lactamase with detergent. P00811. AmpC hydrolysis of nitrocefin, absorbance 480 nm, 0.01% Triton. Potency, µM (top dose mostly 114 µM), without a hit: top-dose activity change, negative = inhibition, usual class: inhibitors. 0.041% of 370,000 active;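 also: potency is read from the fitted curve at half-maximal effect; 0% = no-compound wells and -100% = no-enzyme wells; nearly all actives have a fitted effect of over 25% in size; some results filed as inactive show a strong effect at the top dose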
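AmpC (5.3 nM in the dispensed reagent) in 20 mM phosphate pH 7.0 with 0.01% (detergent screen) or 0.0001% Triton X-100 was preincubated with compounds for 15 min at room temperature. Nitrocefin was then added from an 800 uM solution, and hydrolysis was followed at 480 nm.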
* hit, by the source's call; ? = inconclusive; / = not tested or not shown; [ ] = dose if it differs, or a comment. Unless noted, calls follow the shape of the dose curve; as a rule, active = well fitted curve in the direction sought with a large enough effect; inconclusive = small, poorly fitted or top-dose-only effect, or another doubt; inactive = no such curve, though single readings can be large; an effect the other way counts as inactive or inconclusive. Unless noted, % is scaled to controls: 0 for no effect and ±100 for the full control effect.

[1] COC(=O)C1CCN(CC(=O)Nc2sc3c(c2C#N)CCC3)CC1
[2] COC(=O)COc1c(/C=C\c2nc(O)c([N+](=O)[O-])c(=O)[nH]2)cccc1OC
[3] Cc1ccc(C(=O)O)cc1NS(=O)(=O)c1ccc2ccccc2c1
[4] COc1ccc(C)cc1NCc1nnc2n1CCCCC2
[5] O=C(NNC(=O)c1ccccc1O)c1ccc(Cl)c(S(=O)(=O)N2CCc3ccccc32)c1
[6] COc1ccc(NC(=O)CC2Nc3cc(C)c(C)cc3NC2=O)c([N+](=O)[O-])c1 (stereo not drawn)
[7] O=C(OCCOc1ccc(Br)cc1)c1ccc(Cl)nc1
[8] CCOC(=O)Cn1nc(C)c(NC(=O)COc2ccc(Cl)cc2C)c1C
entry no.	1	2	3	4	5	6	7	8
Giardia FBPA inh	-26.3%	0.6%	-2.5%	/	/	-10.3%	1.2%	/
HCV inhibitor	-10.9%	13.3%	13.3%	/	?	-5.5%	13.1%	/
Sm TGR inh	-32.4%	?	-6.7%	4.8%	-3.5%	-7.8%	9.2%	-0.2%
AmpC no deterg	-16.2%	-4.1%	-19.1%	/	-36.2%	-10.1%	-28.1%[11.4 µM]	/
HCMV inh	-10.8	7.0	?	3.6	-72.4*	8.0	-39.5	-37.7
AmpC detergent	-3.9%	-8.5%	0.8%	-7.9%	?	-0.6%	?	-0.9%

Looked up by compound from above, 4 records:
[4] COc1ccc(C)cc1NCc1nnc2n1CCCCC2
[3] Cc1ccc(C(=O)O)cc1NS(=O)(=O)c1ccc2ccccc2c1
[6] COc1ccc(NC(=O)CC2Nc3cc(C)c(C)cc3NC2=O)c([N+](=O)[O-])c1 (stereo not drawn)
[5] O=C(NNC(=O)c1ccccc1O)c1ccc(Cl)c(S(=O)(=O)N2CCc3ccccc32)c1
entry no.	4	3	6	5
Giardia FBPA inh	/	-2.5%	-10.3%	/
HCV inhibitor	/	13.3%	-5.5%	?
Sm TGR inh	4.8%	-6.7%	-7.8%	-3.5%
AmpC no deterg	/	-19.1%	-10.1%	-36.2%
HCMV inh	3.6	?	8.0	-72.4*
AmpC detergent	-7.9%	0.8%	-0.6%	?

Continued.
[9] Cc1ccc(C)c(C(=O)CN2C(=O)c3ccccc3C2=O)c1
[10] CSc1ccc(CNc2ncc(-c3cccc([N+](=O)[O-])c3)n2C)cc1
[11] COc1ccc(S(=O)(=O)NCCSC(C)(C)C)c(Cl)c1Cl
[12] C=CCc1ccc(OCC(O)CN2CCN(c3ccccc3)CC2)c(OC)c1 (stereo not drawn)
[13] COc1cccc(/C=C2/NC(=O)N(CC(=O)Nc3ccc(C)cc3)C2=O)c1OCc1cccc(C(=O)O)c1
[14] CC(=O)c1ccc(NC(=O)CSc2nc(Nc3ccccc3)nc(N3CCOCC3)n2)cc1
[15] COc1c2c(cc3oc(CO[C@@H]4O[C@H](CO)[C@@H](O)[C@H](O)[C@H]4O)cc(=O)c13)O[C@H](C(C)(C)O)C2
[16] Cc1cccc(N2CCN(C(=O)CCC(=O)N3CCOc4ccc(Cl)cc43)CC2C)c1 (stereo not drawn)
entry no.	9	10	11	12	13	14	15	16
Giardia FBPA inh	2.3%	20µM*	1.6%	-20.1%	8.8%	/	/	4.1%
HCV inhibitor	11.5%	?	2.9%	-29.7%	13.5%	?	18.3%	?
Sm TGR inh	5.1%	-15.8%	-3.8%	-35.7%	-14.7%	-26.7%	/	6.9%
AmpC no deterg	-2.5%	-26.2%	-10.9%	121.4%[activator]	-24.0%	6.1%	-10.1%	148.6%[activator]
HCMV inh	-13.7	-18.0	-25.8	-61.8*	-22.2	55.2	-1.4	13.1
AmpC detergent	-6.8%	?	2.1%	-0.7%	?	2.7%	/	-10.6%

[17] O=C(CCN1CCOCC1)Nc1ccc(F)cc1
[18] CC(C)c1ccc(/C=C/c2[nH]c(=O)[nH]c(=O)c2[N+](=O)[O-])cc1
[19] COc1cccc(/C=N/NC(=O)c2[nH]nc3c2CCc2ccccc2-3)c1
[20] CCOC(=O)Cn1c(=O)cc(C)c2c(C)nn(-c3cccc(F)c3)c21
[21] C1CCN(c2nc(N3CCCCC3)nc(N3CCNCC3)n2)CC1
[22] NNC(=S)NCc1ccccc1
[23] N#C/C(=C\c1cc2c(cc1Br)OCO2)C(=O)NCC1CCCO1 (stereo not drawn)
[24] Cc1cc(CNC(=O)C2(C(F)(F)F)CC(CCCO)CCCO2)nn1C (stereo not drawn)
entry no.	17	18	19	20	21	22	23	24
Giardia FBPA inh	-6.3%	4.9%	-1.5%	/	2.0%	?	-1.5%	6.6%
HCV inhibitor	7.1%	10.4%	-31.1%	/	11.7%	8.9%	14.9%	2.1%
Sm TGR inh	-14.4%	3.4%	7.5%	0.1%	-1.7%	0.7%	-4.8%	/
AmpC no deterg	-18.4%	-42.4%	-47.4%	/	-16.8%	-44.4%	-4.2%	/
HCMV inh	28.9	45.7	?	2.9	-8.7	-23.5	26.4	0.9
AmpC detergent	?	-14.3%	5.3%	26.3%	-2.7%	-0.1%	3.2%	/

[25] Cc1ccc(C(=O)Oc2ccc(/C=C3\C(=N)N4N=C(N5CCOCC5)SC4=NC3=O)cc2)cc1
[26] Cc1[nH]nc2c1C(=O)CCC2
[27] CCCCn1cc(S(=O)(=O)c2ccc(F)cc2)c(=O)c2ccccc21
[28] COc1ccc(S(=O)(=O)Nc2cc3c4c(c2)CCC(=O)N4CCC3)cc1
[29] CC(C)c1ccccc1NC(=O)CNCCOc1ccccc1F
[30] Cc1cnc(NC(=O)c2cccc(S(=O)(=O)N3CCOCC3)c2)s1
[31] CC(=O)Nc1nc2ccc(C(=O)NC3CCCCC3)cc2s1
[32] CC(C)c1ccc(NS(=O)(=O)c2ccc3c(c2)NC(=O)CO3)cc1
entry no.	25	26	27	28	29	30	31	32
Giardia FBPA inh	?	2.2%	/	/	?	/	-5.1%	/
HCV inhibitor	8.0%	-5.9%	/	?	6.9%	8.8%	?	-23.3%
Sm TGR inh	-2.6%	0.9%	?	3.7%	-4.0%	-1.0%	-7.9%	-10.8%
AmpC no deterg	-3.9%	-12.2%	/	-30.1%	30.6%	-1.9%	-23.2%	-30.6%
HCMV inh	21.8	15.0	-7.9	-11.9	14.3	1.5	26.0	-12.0
AmpC detergent	0.4%	-0.6%	-0.8%	-8.0%	?	-3.6%	-6.5%	-10.2%

[33] CC(C)OP(=O)(OC(C)C)C(O)c1cccc([N+](=O)[O-])c1 (stereo not drawn)
[34] Cc1ccc(CSc2nc3ccccc3c(=O)n2Cc2ccco2)cc1
[35] CN(C)C(=O)c1ccc(NC(=O)COC(=O)C2(c3ccccc3)CCCC2)cc1
[36] CCOC(=O)c1sc(=S)n(C)c1NC(=O)c1ccccc1
[37] c1ccc2c(c1)Nc1cc3ccccc3cc1S2
[38] CN(C(=O)COc1ncnc2ccccc12)C1CCCCC1
[39] CCN(CC)C(=O)Cn1cc(C(=O)C2CC2)c2ccccc21
[40] CCc1nc(C)ccc1OC(=O)C12CC3CC(CC(C3)C1)C2
entry no.	33	34	35	36	37	38	39	40
Giardia FBPA inh	4.4%	1.4%	/	8.5%	?	/	-0.3%	-0.7%
HCV inhibitor	14.8%	-12.7%	?	14.7%	7.7%	-1.9%	-0.4%	0.4%
Sm TGR inh	9.0%	?	/	7.9%	3.1%	/	11.3%	10.2%
AmpC no deterg	2.1%	-36.4%	147.5%[activator]	-21.9%	-23.5%	3.8%	-4.8%	22.5%
HCMV inh	-1.6	2.1	-35.4	6.4	5.6	-33.9	?	-25.7
AmpC detergent	0.1%	-6.9%	/	3.5%	4.7%	/	5.0%	-10.9%

[41] NNC(=O)c1cc(NS(=O)(=O)c2cccs2)cc(NS(=O)(=O)c2cccs2)c1
[42] CCN(CC(=O)Nc1ccc2c(c1)OCCO2)C(=O)/C=C/c1cccc(Br)c1
[43] CCN(CC(=O)Nc1ccc(OC)cc1)C(=O)c1ccc2c(=O)n3c(nc2c1)CCC3
[44] COc1cc(C(c2c(C)[nH][nH]c2=O)c2c(C)[nH][nH]c2=O)ccc1OC(=O)c1ccccc1OC
[45] OCCNc1nc(Cl)nc(NCc2ccco2)n1
[46] CCOC(=O)c1sc2ccccc2c1OC(=O)c1ccc(C)cc1
[47] COc1ccc(/C=C/c2ccc(=O)n(Cc3ccccc3)n2)cc1
[48] O=C(CN1CCN(S(=O)(=O)c2ccc(Br)cc2)CC1)Nc1ccc(F)cc1
entry no.	41	42	43	44	45	46	47	48
Giardia FBPA inh	/	/	/	/	-1.2%	3.4%	-3.9%	-12.8%
HCV inhibitor	-5.6%	6.4%	17.3%	/	13.1%	13.7%	?	9.3%
Sm TGR inh	/	-5.0%	-5.2%	-1.0%	-23.3%[57.1 µM]	9.1%	-21.7%	-31.5%
AmpC no deterg	-40.7%	-17.3%	-24.3%	/	-7.1%	-21.8%	5.7%	26.9%
HCMV inh	-22.8	9.9	0.0	-22.0	-27.8	/	-8.3	61.1
AmpC detergent	/	-14.7%	-1.4%	12.3%	-5.3%	0.1%	0.7%	1.9%

[49] Cc1nn(C)c(C)c1S(=O)(=O)N(CC(=O)NCc1ccco1)c1ccc(C(C)C)cc1
[50] CCn1c(Cn2nnc(-c3ccccc3)n2)nnc1SCC(=O)Nc1ccc(N(C)C)cc1
[51] CC(C)COC(=O)n1ccc(C(=O)N2CCCCC2)n1
[52] O=C(CCc1ccccc1)NC(=S)Nc1cccc(C(=O)O)c1
[53] COc1ccc(-c2cc(=O)oc3cc(OC(C)C(=O)O)ccc23)cc1 (stereo not drawn)
[54] CCCOc1ccc(N2C(=O)CC(N(Cc3ccccc3)N=O)C2=O)cc1 (stereo not drawn)
[55] NC(=O)c1ccc(NC(=O)Cc2csc(-c3ccccc3)n2)cc1
[56] Cc1ncc([N+](=O)[O-])n1CC(=O)NC1CCCCCC1
entry no.	49	50	51	52	53	54	55	56
Giardia FBPA inh	6.5%	-2.7%	7.4%	-2.8%	18.9%	-2.5%	3.5%	8.0%
HCV inhibitor	-16.9%	?	2.9%	14.9%	-0.1%	14.7%	-1.4%	-7.1%
Sm TGR inh	?	-4.8%	5.3%	?	1.4%	5.8%	/	/
AmpC no deterg	44.0%	5.3%	-7.5%	-22.2%	-33.6%	-13.8%	-43.3%	-11.4%
HCMV inh	/	-15.3	20.7	79.8	59.1	-20.1	-9.0	5.6
AmpC detergent	1.9%	?	1.3%	4.6%	3.3%	3.8%	-0.6%	-2.4%

[57] N=c1n(CCN2CCCCC2)c2ccccc2n1CC(O)c1cccc(Br)c1 (stereo not drawn)
[58] COc1ccc(/C=N/NC(=O)COc2cccc3cccnc23)cc1OC
[59] O=C(Nc1ccc(N=Nc2ccccc2)cc1)c1cccc(Cl)c1
[60] COc1cccc(C(=O)OCC(=O)Nc2cc(C)c(C)cc2[N+](=O)[O-])c1
entry no.	57	58	59	60
Giardia FBPA inh	-7.9%	11.5%	4.8%	-1.2%
HCV inhibitor	12.6µM*	-10.1%	11.7%	2.9%
Sm TGR inh	5.2%	1.0%	1.4%	1.2%
AmpC no deterg	3.6%	-8.2%	-4.4%	-8.3%
HCMV inh	?	-14.8	35.1	20.9
AmpC detergent	-20.8%	8.2%	2.1%	-8.0%
